# High-throughput results (PubChem)
# TRPN1 ag: agonists of zebrafish TRPN1 channel. AID 1424. HEK293 zebrafish TRPN1-YFP, Fluo-8 calcium fluorescence; 100% = response to 87 µM carbachol. 220,000 compounds, 0.18% hits. activation, % at 3 µM;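 active means activation above its plate's cutoff, the mean activation of test wells on that plate plus 3 SD, cut at about 19% in these data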;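 further: 0% = DMSO alone and 100% = 87 µM carbachol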
#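 Material: zebrafish TRPN1-YFP in HEK293 cells; Doses: single test compound dose, 3 µM nominal, 0.3% DMSO; Timing: dye loading 1 h at 37 °C, then 30 min room temperature; Technique: intracellular calcium fluorescence with Fluo-8; Benchmarks: high carbachol 87 µM, low DMSO alone.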
# PPC-1+TRAIL kill: kills PPC-1 cancer cells in the presence of TRAIL | PPC-1 cells + TRAIL, ATPLite viability luminescence | cell killing (% activity), % at 4 µM | 220,000 compounds, 0.41% hits | AID 1443;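 active means cell killing above 50% in the first pass at 4 µM, then a duplicate retest at 5 µM averaging 50% or more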;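 further: plate controls were cells with TRAIL plus DMSO for no effect and medium-only wells lacking cells for full effect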
# 14-3-3 Bad inh: disrupts binding of bovine 14-3-3 zeta to phospho-Bad peptide; P63103; TR-FRET 14-3-3zeta/Dy647-pBad peptide displacement, 1 h; inhibition, % at 21.7 µM; 220,000 compounds, 0.71% hits;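 active means inhibition above about 70%, limit read from the data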;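 further: 0% = full 14-3-3 plus peptide FRET controls and 100% = background without 14-3-3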
# Target sequence (P63103 whole entry, looked up): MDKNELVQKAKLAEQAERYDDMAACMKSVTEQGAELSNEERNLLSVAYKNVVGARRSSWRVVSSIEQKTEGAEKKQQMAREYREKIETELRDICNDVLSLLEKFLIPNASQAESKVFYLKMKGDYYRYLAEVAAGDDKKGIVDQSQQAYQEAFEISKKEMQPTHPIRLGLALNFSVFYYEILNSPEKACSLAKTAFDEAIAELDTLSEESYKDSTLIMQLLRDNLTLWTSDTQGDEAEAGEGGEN
# CHOP inh: CHOP inhibition in unfolded protein response; inhibition, % at 10 µM; 220,000 compounds, 3.8% hits; CHO-K1 CHOP-promoter luciferase, tunicamycin-induced, 15-18 h;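 active means compounds that reduced the stress-induced luciferase reporter signal by more than about 70% of percent inhibition, limit read from the data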;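 further: 0% = tunicamycin plus vehicle and 100% = wells without tunicamycin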
# EP2 antag: EP2 receptor (human) inhibition; 260,000 compounds, 0.52% hits; inhibition, % at 25 µM; AID 1422; P43116; C6 glioma cells expressing human EP2, cAMP TR-FRET; cells stimulated with saturating PGE2;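 active means percent inhibition above 40 after rounding to a whole number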;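 further: rat C6 glioma host cells with rolipram phosphodiesterase inhibitor present; the protocol text gives 20 µM as final concentration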
# EP2 modulator: modulates human prostaglandin E2 receptor EP2 signaling; 260,000 compounds, 0.83% hits; P43116; EP2-expressing cells, cAMP HTRF FRET, PGE2 co-stimulation; AID 940; induction, % at 25 µM;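 active means compounds whose cAMP rise, as percent of the full-agonist control response, exceeds 60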;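 further: rat C6 glioma line stably carrying human EP2 under a CMV promoter; the protocol text gives 20 µM as final concentration; 100% = response of wells given 1 µM PGE2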
# TRPML3 agonist: agonists of human TRPML3 channel; AID 1448; HEK293 TRPML3-YFP, Fluo-8 calcium fluorescence; 100% = the carbachol control signal; 220,000 compounds, 0.29% hits; activation, % at 3 µM; Q8TDD5;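 active means activation above its plate's cutoff, the mean activation of the plate's test wells plus 3 SD, cut at about 12% in these data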;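 further: 0% = DMSO only wells and 100% = carbachol wells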
# Target sequence (Q8TDD5 whole entry, looked up): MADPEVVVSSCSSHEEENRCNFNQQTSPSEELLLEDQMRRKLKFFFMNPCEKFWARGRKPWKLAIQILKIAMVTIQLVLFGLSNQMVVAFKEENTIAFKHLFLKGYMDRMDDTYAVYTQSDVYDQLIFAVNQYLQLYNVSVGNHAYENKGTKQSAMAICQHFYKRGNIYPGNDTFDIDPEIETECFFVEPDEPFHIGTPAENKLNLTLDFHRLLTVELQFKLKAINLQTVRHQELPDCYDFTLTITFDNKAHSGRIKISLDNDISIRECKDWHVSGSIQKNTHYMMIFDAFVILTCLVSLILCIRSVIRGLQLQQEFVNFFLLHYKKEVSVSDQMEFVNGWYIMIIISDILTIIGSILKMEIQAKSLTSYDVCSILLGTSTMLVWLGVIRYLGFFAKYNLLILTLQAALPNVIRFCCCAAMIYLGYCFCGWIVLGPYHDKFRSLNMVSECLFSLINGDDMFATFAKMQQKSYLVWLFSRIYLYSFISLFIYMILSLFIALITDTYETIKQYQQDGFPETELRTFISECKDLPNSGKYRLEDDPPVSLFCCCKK
#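 Material: HEK293 cells stably carrying human TRPML3-YFP; compound dosing: single dose, 3 µM final nominal compound, 0.3% DMSO final; incubation: 1-h 37 °C dye load, 5-s basal, 120-s post-compound reads; technique: Fluo-8 intracellular calcium fluorescence, excitation 470-495 nm, emission 515-575 nm; read-out basis: percent activation from peak-to-basal fluorescence ratio, scaled between DMSO and carbachol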
# NPY Y1 blocker: blocks the human neuropeptide Y Y1 receptor | 200,000 compounds, 1% hits | inhibition, % at 3.6 µM | P25929 | HEK293-CNG Y1 cells, membrane potential fluorescence; NPY at EC95, then isoproterenol;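 active means inhibition above the campaign mean inhibition of all tested compounds plus 3 SD, cut at about 20% in these data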;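 further: 0% = DMSO wells given NPY plus isoproterenol and 100% = isoproterenol alone without NPY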
#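 Material: HEK293 cells co-expressing NPY Y1 receptor and cyclic-nucleotide gated channel. Timing: compound incubation 1 h at room temperature, readout 45 min post-stimulation. Signal: fluorescence, membrane potential probe.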
# NPY-Y1 PAM-ag: potentiates or activates human NPY-Y1 receptor; NPY-Y1 expressing cells, potentiator/agonist activation; activation, % at 3.6 µM; 220,000 compounds, 0.37% hits; AID 1304; in the data active means activation above about 33%, passing the limit was not always enough;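 further: cells stimulated with NPY at EC10 then isoproterenol at EC100; 0% = low agonist plus stimulus and 100% = saturating agonist plus stimulus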
# * = called active by the depositor; . = no result given; & = joins results of further samples; [ ] = another dose, or the depositor's remark.
SMILES,TRPN1 ag,PPC-1+TRAIL kill,14-3-3 Bad inh,CHOP inh,EP2 antag,EP2 modulator,TRPML3 agonist,NPY Y1 blocker,NPY-Y1 PAM-ag
C/C=C/C(=O)OCC(=O)Nc1ccc(F)cc1Cl,0.0,-4,1,29,11,0,0.5,3,6
O=C(COn1nnc2ccc(C(F)(F)F)cc21)Nc1c(Cl)cccc1Cl,-2.1,9,-1[fluorescence artefact?],25,9,1,-0.2,8,-15
COc1ccc(Nc2nc(-c3ccccc3)nc3ccccc23)c(OC)c1,0.7,-24,1,10,7,38,-0.2,1,-21
Clc1ccc(C[n+]2cc(-c3ccccc3)n3c2CCCCC3)c(Cl)c1,-0.8,36,-2,10,6,-26,0.4,50*,-29
CCCCOC(=O)Nc1ccc(OC)cc1S(=O)(=O)N1CCOCC1,1.6,26,2,7,2,-4,1.3,-3,-14
CCOC(=O)C1CCN(C(=O)CCN2C(=O)C3C4C=CC(C4)C3C2=O)CC1 (centres undefined),-1.1,12,-9,-11,7,15,0.8,4,18
CCN1CCN(C(=O)CN(c2cccc(Br)c2)S(=O)(=O)c2ccccc2)CC1,0.1,17,-8[fluorescence artefact?],-19,10,-12,0.5,-1,6
Cc1ccccc1-n1c(=O)c2ccccc2n2nnnc12,0.3,0,10[fluorescence artefact?],11,6,21,0.8,4,-15
COc1ccccc1N1CC(C(=O)OC(C)C(=O)N2CCCc3ccccc32)CC1=O (centres undefined),0.7,-1,-16[fluorescence artefact?],57,.,-23,-0.1,-1,-6
CCS(=O)(=O)NCCc1ccc(OC)c(OC)c1,-0.1,5,5[fluorescence artefact?],21,2,-3,0.1,0,6
O=C(NCc1ccc2c(c1)OCO2)c1ccc(S(=O)(=O)NCC2CCCO2)cc1 (centres undefined),-1.8,-8,-6[fluorescence artefact?],29,4,-26,0.8,-5,-26
COc1ccccc1-c1nnc(NC(=O)CSc2nncn2C)s1,2.0,77*[5 µM],25,-27,9,24,0.7,-7,-10
Cn1cc(C(=O)NC2CCCCCC2)c(=O)c2cc(S(=O)(=O)N3CCCC3)ccc21,1.0,-3,14,15,6,-7,1.1,4,9
CC1Cc2ccccc2N1S(=O)(=O)c1cnc(Cl)c(Br)c1 (centres undefined),0.1,38,-4,-6,11,-12,-0.2,.,31
O=C(CC12CC3CC(CC(C3)C1)C2)N1CCCC1,1.1,15,7,-49,22,-14,0.6,3,-13

# Arranged by heavy-atom count (largest number first): 3 of the compounds above
SMILES,TRPN1 ag,PPC-1+TRAIL kill,14-3-3 Bad inh,CHOP inh,EP2 antag,EP2 modulator,TRPML3 agonist,NPY Y1 blocker,NPY-Y1 PAM-ag
CCN1CCN(C(=O)CN(c2cccc(Br)c2)S(=O)(=O)c2ccccc2)CC1,0.1,17,-8[fluorescence artefact?],-19,10,-12,0.5,-1,6
Cc1ccccc1-n1c(=O)c2ccccc2n2nnnc12,0.3,0,10[fluorescence artefact?],11,6,21,0.8,4,-15
O=C(CC12CC3CC(CC(C3)C1)C2)N1CCCC1,1.1,15,7,-49,22,-14,0.6,3,-13

# New compounds follow:
SMILES,TRPN1 ag,PPC-1+TRAIL kill,14-3-3 Bad inh,CHOP inh,EP2 antag,EP2 modulator,TRPML3 agonist,NPY Y1 blocker,NPY-Y1 PAM-ag
O=C(CSc1nnnn1C1CCCCC1)Nc1ccccc1N1CCOCC1,-0.7,.,-8,29,1,-57,-0.1,7,-4
Cc1ccc(CNC(=O)CN(C)S(=O)(=O)c2cccc3nsnc23)cc1,1.5,1,-8,44,14,6,-0.2,7,-14
COc1ccc(/C=C/c2nc3ccccc3n2Cc2ccc(OC)c(OC)c2)cc1,1.1,56*[5 µM],-5,-11,13,-11,-0.2,2,-21
Cc1ccccc1CSc1nnc(CCCCCNC(=O)OC(C)(C)C)o1,3.1,6,-5,13,6,20,0.5,.,-2
COC(=O)c1cnc2c(C(F)(F)F)cccc2c1OC,-0.1,-24,.,-1,10,-29,0.5,-1,-22
Cc1ccc(O)c(C(=O)c2coc(=N)c(C(=O)NC(C)C)c2)c1,-1.1,4,0,6,3,23,-0.3,9,-18
Cc1ccc(S(=O)(=O)NNC(=S)NCCc2ccccc2)cc1,-0.7,12,-5,6,13,-7,0.1,.,-17
Cc1c(N=C2C=C(Br)C(=O)C(Br)=C2)c(=O)n(-c2ccccc2)n1C,1.3,-4,-21,-26,10,15,0.3,-3,0
O=C(C1CCCC1)N1CCN=C1SCc1cccc([N+](=O)[O-])c1,-0.5,13,14,14,7,-35,0.3,4,4
CCOc1cc(/C=C2\C(=O)N(c3cccc(C(F)(F)F)c3)C(=O)c3ccccc32)ccc1O,-0.2,15,-3,-39,18,37,-0.2,-4,18
CC(C)(C)NC(=O)CSc1nc(O)cc(=O)n1-c1ccccc1F,3.2,10,-11,16,9,-13,0.7,-6,3
Cc1csc(NC(=O)COCC(=O)O)c1-c1nc2ccccc2s1,2.1,4,-3,-10,11,-26,0.5,.,17
COc1ccc(C2=[N+]([O-])C(C)(C)N(O)C2C)cc1 (centres undefined),4.5,13,-5[fluorescence artefact?],-32,16&8,-1&27,0.9,0,-8
O=C(NC1CCCCC1)N(Cc1nc2ccccc2c(=O)[nH]1)C1CCCC1,0.7,-14,.,9,.,21,-0.2,-5,-17
COc1cc(OC)cc(C(=O)N[C@H](C(=O)Nc2nc3ccc(S(C)(=O)=O)cc3s2)C(C)C)c1,-1.7,18,-9,20,9,-4,-1.3,5,7
CN1C(=O)/C(=C/c2cn(CC(=O)NCc3ccco3)c3ccccc23)NC1=S,-1.1,8,5,28,7,-42,0.1,-5,3
CC(C)(C)NC(=O)C(=O)NNC(=O)c1ccco1,-0.5,4,44,-17,6&3,9&6,0.8,-7,2
CC(=O)n1cc(Nc2ccccc2C(=O)O)c2ccccc21,1.7,0,29,28,23,24,0.8,3,-13
Cn1c(=O)c([N+](=O)[O-])c(Cl)c2ccccc21,0.6,.,-3,108*,95*,-33,5.8,-11,4
Cc1ccn2c(CNCCn3cccn3)c(C(=O)N3CCCCCC3)nc2c1,0.7,18,-3,24,3,16,0.9,-3,9
COc1ccc(C)cc1NC(=O)Nc1cccc(C(=O)O)c1,1.1,7,-5,-2,6,14,0.9,11,12
O=C(N/N=C/c1cccs1)c1ccccn1,3.4,5,3,14,7,1,0.0,1,0
COc1ccc(NC(=S)N(Cc2ccc(C(=O)O)cc2)Cc2ccc(OC)c(OC)c2)cc1,0.6,8,-23,9,5,19,-0.1,1,12
O=C(NCc1cccnc1)c1cccc(-c2cc3ccccc3oc2=O)c1,1.4,6,30,7,4,-27,0.9,-2,-11
COc1ccc(-n2nc([N+](=O)[O-])c(=NCc3cccnc3)n2O)cc1,-1.4,0,-5[fluorescence artefact?],6,6,-5,-0.1,-2,12
COc1ccc(CNC(=O)COC(=O)/C=C/c2cccc(Br)c2)cc1,0.4,16,-6,16,12,-42,0.6,3,-5
CCCCC(=O)N(CCOC)c1nnc(-c2cccnc2)s1,1.7,12,5,-11,8,-18,0.2,-4,-2
C=CCOc1c2ccc(C(=O)NCc3ccccc3OC)cc2nn1C,1.3,18,-1,-1,22,-6,0.2,1,18
COC(=O)CN1C(=O)N/C(=C/c2cc3c(cc2OC)OCO3)C1=O,1.3,15,5,12,8,-35,0.3,-6,27
CCOc1ccc(NC(=O)c2ccncc2)cc1,-0.9,12,.,34,10,-2,0.3,3,-3
O=C(NC(=S)Nn1cnc2c(cnn2-c2ccccc2)c1=O)c1ccc(Oc2ccccc2)cc1,-0.9,22,-11,73*,6,5,1.1,4,-2
CCOc1ccc(-n2c(=O)c3ccccc3c3ccccc3c2=O)cc1,-0.6,-14,-1,-22,9,-7,0.7,.,16
CC(C)C(=O)Nc1nnc(Cc2ccccc2)s1,0.0,2,-4,3,4,11,0.1,-2,-14
CC(=O)/C(C#N)=C1\NC(=O)C(Cc2ccccc2C)S1 (centres undefined),1.9,24,0,8,5,8,1.2,.,-12
CCOC(=O)C1CCN(CC(=O)c2c(C)[nH]c3cc(C)ccc23)CC1,0.1,-8,-4,14,8,-1,1.2,6,-20
CCOc1ccc(C2NC(=O)c3sc(=S)n(-c4ccccc4)c3N2)cc1 (centres undefined),0.8,-7,-9,5,6,-41,0.3,-7,-31
CCOc1ccc(C(=O)N2CCCN(C(=O)c3ccc(OCC)cc3)CC2)cc1,-0.4,23,-4,23,8,4,-0.4,4,-5
CCn1cc(SCC(=O)NCc2ccc3c(c2)OCO3)c2ccccc21,-2.4,11,3,27,13,-3,-0.5,0,7
Cc1cc(NS(=O)(=O)c2ccc(NC(=O)c3cc4ccccc4o3)cc2)nc(C)n1,-0.6,-3,-4,-31,10,-34,1.5,-1,5
Cc1ccc(NC(=O)c2cccc3c2-c2ccccc2C3=O)cc1C,-1.5,6,-6,32,2,12,-0.6,2,-8
CN1CCN(C(=O)c2ccc(N(C)S(=O)(=O)c3cccs3)cc2)CC1,2.0,-1,-6,-13,3,7,0.5,6,0
Cc1cc(N/N=C2/CCCc3ccccc32)nc2ccccc12,-2.7,12,-4,22,1,8,-0.9,29*,-37
COC(=O)C(CCSC)NC(=O)c1cc2c(n(-c3ccc(C)cc3)c1=O)CCCC2=O (centres undefined),-0.1,8,-11,11,19,33,0.7,0,-4

# In the list so far, these have two or more sulfur atoms:
SMILES,TRPN1 ag,PPC-1+TRAIL kill,14-3-3 Bad inh,CHOP inh,EP2 antag,EP2 modulator,TRPML3 agonist,NPY Y1 blocker,NPY-Y1 PAM-ag
COc1ccccc1-c1nnc(NC(=O)CSc2nncn2C)s1,2.0,77*[5 µM],25,-27,9,24,0.7,-7,-10
Cc1ccc(CNC(=O)CN(C)S(=O)(=O)c2cccc3nsnc23)cc1,1.5,1,-8,44,14,6,-0.2,7,-14
Cc1ccc(S(=O)(=O)NNC(=S)NCCc2ccccc2)cc1,-0.7,12,-5,6,13,-7,0.1,.,-17
Cc1csc(NC(=O)COCC(=O)O)c1-c1nc2ccccc2s1,2.1,4,-3,-10,11,-26,0.5,.,17
COc1cc(OC)cc(C(=O)N[C@H](C(=O)Nc2nc3ccc(S(C)(=O)=O)cc3s2)C(C)C)c1,-1.7,18,-9,20,9,-4,-1.3,5,7
CCOc1ccc(C2NC(=O)c3sc(=S)n(-c4ccccc4)c3N2)cc1 (centres undefined),0.8,-7,-9,5,6,-41,0.3,-7,-31
CN1CCN(C(=O)c2ccc(N(C)S(=O)(=O)c3cccs3)cc2)CC1,2.0,-1,-6,-13,3,7,0.5,6,0

# This is a subset (hit frequency here may not be typical).
